Bioassay records: PubChem, National Center for Advancing Translational Sciences (NCATS)
ERK EGF inh: inhibitors of EGF-stimulated ERK signaling pathway; AID 1454; HEK293-V1b, EGF-stimulated phospho-ERK AlphaScreen; Potency, µM (top dose mostly 11.5 µM), for the others: at the highest dose activity change, negative = inhibition, actives largely listed as inhibitors; 130,000 tested, 0.41% active; active = well fitted inhibition curve with a large enough effect; inconclusive = small, poorly fitted or top-dose-only effect, or effect the other way;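 also: plate controls were stimulated vehicle wells for no effect and unstimulated vehicle basal for full effect; nearly all actives have a fitted effect of over 55% in size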
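After overnight plating in 1% FBS, HEK293-V1b cells received test compound for half an hour, then a 5 min pulse of EGF (25 nM); ERK phosphorylation in lysates was read by bead-based AlphaScreen.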
Active calls of the source: *; ? = inconclusive; [ ] = another dose, or the depositor's remark. Potency is read from the fitted curve at half-maximal effect.

Start of the data: the first five records (preview)
Compound	ERK EGF inh
CC(=O)NC1=NN(C(C)=O)C2(S1)C(=O)N(CC(C)C)c1ccc(C)cc12 (stereo not drawn)	-10.9%[57.5 µM]
O=C(NC1CCCC1)C(c1ccc(Cl)cc1)N(Cc1ccc(F)cc1)C(=O)CCl (stereo not drawn)	-3.7%
COc1ccc(Sc2ncnc3onc(C)c23)cc1	-8.2%
O=c1c(CCc2ccccc2)nc2cncnc2n1C1CC1	-2.3%
C/C(CC(=O)Nc1ccc(Cl)cc1C(F)(F)F)=N\NC(=O)c1cccs1	6.7%[57.5 µM]

All compounds of this part (from the top)
Compound	ERK EGF inh
CC(=O)NC1=NN(C(C)=O)C2(S1)C(=O)N(CC(C)C)c1ccc(C)cc12 (stereo not drawn)	-10.9%[57.5 µM]
O=C(NC1CCCC1)C(c1ccc(Cl)cc1)N(Cc1ccc(F)cc1)C(=O)CCl (stereo not drawn)	-3.7%
COc1ccc(Sc2ncnc3onc(C)c23)cc1	-8.2%
O=c1c(CCc2ccccc2)nc2cncnc2n1C1CC1	-2.3%
C/C(CC(=O)Nc1ccc(Cl)cc1C(F)(F)F)=N\NC(=O)c1cccs1	6.7%[57.5 µM]
Cc1noc(C)c1S(=O)(=O)Nc1ccc(O)c2c(=O)cc(-c3ccccc3Cl)oc12	-0.6%[57.5 µM]
Nc1cccc(/C=C/C(=O)O)c1	-8.7%[57.5 µM]
COc1ccccc1NS(=O)(=O)c1cccc(C(=O)N/N=C/c2ccc(OCC(=O)O)cc2)c1	2.5%
Cc1cc(C)c(NC(=O)C2CCC(=O)N2)c(C)c1 (stereo not drawn)	-9.0%
Cc1cc(C)c2c3c(sc2n1)C1(CCSCC1)C(C#N)=C(N)O3	5.8%
CCC(=O)c1ccc(SC(=O)N(C)C)cc1O	2.4%[57.5 µM]
O=[N+]([O-])c1ccc(NC(=S)N2CCc3ccccc3C2)cc1	7.5%

Going on with the list.
Compound	ERK EGF inh
COC(=O)CNC(=O)C(Cc1c[nH]c2ccccc12)NC(=O)Oc1ccccc1 (stereo not drawn)	-7.3%[57.5 µM]
O=C(Cc1ccc([N+](=O)[O-])cc1)N/N=C/c1ccc([N+](=O)[O-])o1	-9.2%
C=C(C)C1(O)OC(=O)C=C1OC (stereo not drawn)	21.0%
O=C(Nc1cccnc1)c1ccc(CSc2ccccc2)cc1	-3.9%[57.5 µM]
O=C(CS(=O)(=O)Cc1ccccc1)Nc1ccc(S(=O)(=O)N2CCOCC2)cc1	1.0%
CCCCNS(=O)(=O)c1ccc2nc(-c3cccnc3)cc(C(=O)NCCCN(CC)CC)c2c1	-7.7%
CCCCCCCCCCCCCCCC(=O)NCCCC(=O)O	-5.1%
COc1cccc(CC(=O)Nc2nc3ccccc3[nH]2)c1	23.6%
O=C(Nc1cccc(Cl)c1)Nc1ccccc1C(=O)O	-5.7%[57.5 µM]
Cc1c(-c2ccccc2)n[nH]c1C(=O)N=Nc1c(O)[nH]c2ccccc12	-3.3%
C=CCOC(=O)C1=C[C@@H](c2coc3ccccc3c2=O)[C@H](CCCO)[C@@H](OCC)O1	-15.2%[57.5 µM]
COC(=O)CC(=O)Cc1nc(N)nc(Nc2ccc(C)c(C)c2)n1	6.2%

Next part.
Compound	ERK EGF inh
CCCCNS(=O)(=O)c1ccc(OCC(=O)OC)cc1	8.4%
Cc1cccc([N+](=O)[O-])c1NC(=O)CN(Cc1ccccc1)Cc1ccccc1	6.6%
CC(C)(C)c1ccc(/C=C/C(=O)N2CCOCC2)cc1	17.3%
Cc1ccc(-n2nc3c([n+]2[O-])CCc2nonc2-3)cc1	1.1%
COc1ccc(N2C(=O)c3ccccc3NC2(C)C)cc1	-4.5%
Nc1nc(NCc2ccco2)nc(Nc2ccc(F)cc2)c1[N+](=O)[O-]	-14.0%[57.5 µM]
O=S(=O)(NCC(c1ccco1)N1CCN(c2ccccc2F)CC1)c1ccc2c(c1)OCCO2 (stereo not drawn)	8.8%
C=CCNC(=S)N/N=C/c1ccc(C)s1	10.9%[57.5 µM]
COc1ccccc1-c1nc2ccccc2c(=O)n1NC(=O)c1cccs1	-8.1%
CCN(C(=O)COC(=O)c1cc(OC)c(OC)cc1[N+](=O)[O-])C1CCS(=O)(=O)C1 (stereo not drawn)	-8.6%
CN(CCCNC(=O)c1ccc(N2CCCC2=O)cc1)c1ccccc1	5.7%
Nc1cc(N)nc(SCC(=O)c2ccc3c(c2)NC(=O)CO3)n1	-8.7%

Later entries.
Compound	ERK EGF inh
CC(=O)c1cccc(CN2CCN(C3CCCCC3)C(CCO)C2)c1 (stereo not drawn)	-13.4%[57.5 µM]
O=c1c2ccccc2ncn1Cc1cccc2ccccc12	-7.7%
CCN1C(=O)c2ccc(-c3nc4ccccc4c(=O)o3)cc2C1=O	-4.3%[57.5 µM]
CSc1sc(C(=O)N(C)C)c2c1S(=O)(=O)N(C)c1ccccc1-2	-1.9%[57.5 µM]
O=C(Cc1ccc(Cl)cc1)Nc1ccccc1C(=O)Nc1ccc(C(=O)O)cc1	-1.6%
ClCc1csc(N/N=C/c2cccs2)n1	-7.4%[57.5 µM]
COc1ccc(/C=C/C(=O)c2ccccc2)c(OC)c1	1.5%
O=C(Nc1nc(-c2ccc(Cl)cc2Cl)cs1)C1CCCO1 (stereo not drawn)	?
Cc1nc(C(C)NC(=O)CCc2nnc(Cc3c[nH]c4ccccc34)o2)cs1 (stereo not drawn)	-8.0%
CC(C)(C)NC(=O)c1cccc2c1OC(C)(C)C2	-9.6%
CC(NC(=O)c1ccccc1F)c1ccccc1 (stereo not drawn)	0.6%[57.5 µM]
CC1=NOC(=O)/C1=C\c1ccccc1	5.5%[57.5 µM]

(next part)
Compound	ERK EGF inh
CCOC(=O)c1c(C)cc(OC)cc1O	1.3%
CCC(C(=O)NC1CCCCC1)n1c(SCc2ccc(F)cc2)nc2ccncc21 (stereo not drawn)	2.2%
C=CCN1C(=O)C(C)S/C1=N\S(=O)(=O)c1ccc(Cl)cc1 (stereo not drawn)	6.0%
COc1ccccc1C(=O)Nc1ccc2c(c1)nc1n2CCN(Cc2ccccc2)C1	-2.7%
CC(C)C(C)NC(=O)COc1ccc(S(=O)(=O)N2CCOCC2)cc1[N+](=O)[O-] (stereo not drawn)	3.1%
COc1ccccc1Oc1ccc(N/C=C/C(=O)c2ccc(C)o2)cc1	?
CCCOc1ccc(C(=O)C(CCC(CNCC)C(=O)c2ccc(OCCC)cc2)CNCC)cc1 (stereo not drawn)	?
CC(=O)NNc1ncnc2c1cnn2-c1ccc(C)c(Cl)c1	?
Cc1ccc(C(=O)N2N=C3c4ccccc4S(=O)(=O)N3[C@H]2N(C)C)cc1	-3.1%
COC(=O)c1ccc(CNC(=O)CSC2=NCCS2)cc1	7.7%
CC(C)N1CCC(N2CCN(Cc3ccc4nonc4c3)CC2CCO)CC1 (stereo not drawn)	5.5%[57.5 µM]
O=C(CN1CC(=O)Nc2ccccc21)NCCc1ccc(Cl)cc1Cl	8.2%

Random excerpt: two compounds from above.
Compound	ERK EGF inh
O=C(Nc1cccc(Cl)c1)Nc1ccccc1C(=O)O	-5.7%[57.5 µM]
CC(C)N1CCC(N2CCN(Cc3ccc4nonc4c3)CC2CCO)CC1 (stereo not drawn)	5.5%[57.5 µM]

Following part.
Compound	ERK EGF inh
O=C(C1=C[C@H](C2CC2)C[C@H](OCc2ccc(CO)cc2)O1)N1CCOCC1	-13.0%[57.5 µM]
COc1ccc(C(=O)COC(=O)CCc2ccccc2)cc1	-6.3%[57.5 µM]
CC1=CC(C)(C)N(C(=O)CN2C(=O)CCC2=O)c2ccc(C)cc21	23.8%
COc1ccc(-c2[nH]c(-c3ccc(F)cc3)nc2SCC(=O)NC2CCCC2)cc1	0.4%
O=C(C1CCCN(S(=O)(=O)c2ccccc2[N+](=O)[O-])C1)N1CCCC1 (stereo not drawn)	3.6%
COc1cc(C(=O)Nc2nc(-c3ccc(C)cc3)cs2)ccc1OCC(=O)N1CCOCC1	?
O=C(NN=C1CCN(Cc2ccccc2)CC1)c1cc(Br)ccc1O	-10.0%
Cc1ccc(C(=O)NN2C(=O)C3C(C2=O)C2C=CC3C23CC3)cc1 (stereo not drawn)	5.2%
Cc1ccc2c(ccc[n+]2CC(=O)c2ccccc2)c1	-5.0%
CCN1CCN(C(=O)NCc2ccccc2)CC1	-1.6%[57.5 µM]
O=C1NC(=S)S/C1=C/c1ccc(Oc2cnccn2)cc1	-2.8%
O=S(=O)(NCCc1cn2ccccc2n1)c1ccc2c(c1)CCCC2	-1.7%

The list continues:
Compound	ERK EGF inh
O=c1[nH]c(N/N=C\c2ccc3c(c2)OCO3)nc2ccccc12	-17.6%
O=C(Nc1nnc(-c2ccco2)o1)c1ccc([N+](=O)[O-])s1	-9.6%
Cc1[nH]c2ccccc2c1C(=O)C(=O)NCc1ccco1	-3.3%[57.5 µM]
CC(OC(=O)Cc1ccc(Cl)cc1)C(=O)NCCC1=CCCCC1 (stereo not drawn)	-12.2%
COc1ccc(-n2nc(C(C)=O)c(=O)[nH]c2=O)cc1	-5.3%
Cc1cc(/C=C(\C#N)C(=O)NC2CCCCCC2)c(C)n1C	8.4%
Nc1c[n+](N2CCOCC2)no1	-14.1%
CCOC(=O)C1CCN(C(=O)CCCCn2c(=O)[nH]c3ccccc3c2=O)CC1	0.3%
CCOC(=O)N1CCC(N2CCCC(CO)(Cc3ccccc3C)C2)CC1 (stereo not drawn)	-1.0%
CCOc1cc(CO)cc(Br)c1OCC(N)=O	-0.9%
CC(C)CN1CCCC2(CCN(S(=O)(=O)c3ccccc3)CC2)C1	3.4%
CCOC(=O)C(CCc1ccccc1)NC(C)C(=O)N1C(C(=O)O)CC2CCCC21 (stereo not drawn)	25.0%

(next part)
Compound	ERK EGF inh
Cc1ncoc1C(=O)N1CCCC(C(=O)c2cccc(C(F)(F)F)c2)C1 (stereo not drawn)	13.6%
O=C(CN1CCCCCCC1)Nc1cc(Cl)cc(Cl)c1	5.4%
CN1CCN(c2nc3c(c(=O)[nH]c(=O)n3C)n2CCSc2nnnn2-c2ccccc2)CC1	-7.7%[57.5 µM]
CCOC(=O)c1sc(NC(=O)COC(=O)Cn2cnc3ccccc32)c(C(=O)OCC)c1C	-0.9%
O=C(CCCN1C(=O)c2cccnc2C1=O)Nc1ccccc1F	-6.8%
O=C(/C=C/c1ccc(S(=O)(=O)NCc2ccco2)cc1)N1CCN(c2ccccc2)CC1	-1.7%
O=C(O)c1ccc(N/N=C/c2ccc3c(c2)OCO3)cc1	3.3%
Cc1ccc(NC(=O)Cn2cnc3cc([N+](=O)[O-])ccc3c2=O)c(Cl)c1	5.5%[57.5 µM]
Cc1cc(C)cc(NC(=S)N(C)C)c1	-2.0%[57.5 µM]
CN(C)C(=O)COC(=O)/C=C/c1cn(-c2ccccc2)nc1-c1cccs1	-9.2%
CC(C)CNC(=O)Cn1nc(C(F)(F)F)c2c1CCCC2	-3.9%
COc1cccc(NC(=O)CNC(=O)c2ccc(C)cc2)c1	-7.6%

Further compounds:
Compound	ERK EGF inh
COCc1cc(C)nc(SCC(=O)Oc2ccc(Cl)cc2)c1C#N	-5.1%
O=c1c2ccccc2c(C=Nc2ccc(O)cc2)c(O)n1-c1nccs1	6.4%[57.5 µM]
COCCCNc1nc2nonc2nc1N1CCN(C2CCCC2)CC1	-2.2%
COc1cc2c(cc1OC)CN(C(=O)c1cccc(S(=O)(=O)N(C)C)c1)CC2	12.8%[57.5 µM]
COc1ccc(C2/C=C\CN(C(=O)NC(C)C)CC(=O)N2Cc2ccc(F)cc2)cc1 (stereo not drawn)	4.2%[57.5 µM]
COc1cccc(CNC(=O)CCC2CCCN(Cc3ccc4c(c3)CCO4)C2)c1 (stereo not drawn)	-3.7%[57.5 µM]
COC(=O)c1ccc(NC2c3ncccc3C(=O)N2Cc2cccs2)cc1 (stereo not drawn)	-7.2%
CCN(CC)c1ccc(C(=O)OCc2c(C)noc2C)cc1	2.7%
O=C(CCCN1C(=O)c2cccc3cccc(c23)C1=O)N1CCN(c2ccccc2O)CC1	1.5%
COc1cccc(CNc2ncn[nH]2)c1OCc1ccccc1F	0.9%
CCOC(=O)c1[nH]ncc1CN1CCCC(C(=O)c2ccc(OC)cc2C)C1 (stereo not drawn)	-8.1%[57.5 µM]
O=c1ccc2ccc(Oc3ccc([N+](=O)[O-])cc3[N+](=O)[O-])cc2o1	0.0%

Additional results.
Compound	ERK EGF inh
C=CCn1c(SC)nnc1-c1cccc([N+](=O)[O-])c1	4.1%
COc1ccc(/C(C)=N/N=C2/NC(=O)CC(C(=O)O)S2)cc1 (stereo not drawn)	-5.6%
O=C(OCC(=O)N1CCCCC1)c1ccccc1SCC(=O)N1CCCCC1	9.4%
CCC(CC)c1ncc[nH]1	0.6%[57.5 µM]
Cc1nnc(SCC(=O)N(C)C2CCCCC2)s1	3.5%
CCC(=O)N1CCN(c2ccc(NC(=S)NC(=O)COc3ccccc3)cc2)CC1	-0.6%
CC1CCC(C(C)C)C(OCC(O)C[N+]2(C)CCCCC2)C1 (stereo not drawn)	10.7%
Cc1[nH]c2ccccc2c1C(=O)CSc1n[nH]c(N)n1	6.6%
CN(C(=O)c1cc2c(s1)-c1ccccc1S(=O)(=O)C2)c1ccccc1	-14.7%[57.5 µM]
OCCNc1nc(Nc2ccccc2)nc2ccccc12	-2.5%
COc1cccc(-c2nnc(NC(=O)c3ccccc3Br)o2)c1	-2.0%[57.5 µM]
CCOC(=O)CSc1ccc(S(=O)(=O)N2CCCC2)cc1[N+](=O)[O-]	-6.9%

The list is partial; rates above refer to the full screens.
